Screens: PubChem BioAssay, The Scripps Research Institute Molecular Screening Center
V1aR counter – activates human V1a receptor in oxytocin agonist counter-screen | P37288 | CHO-V1R cells, Fluo-8 calcium fluorescence, agonist mode; 0% DMSO, 100% 3 nM vasopressin | activation, % at 3 µM | hit rate 0.25% among 320,000;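 active = activation above the mean activation of all tested compounds plus 3 SD, per screening run, cut at about 20% in these data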;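 also: signal is peak over basal fluorescence ratio across a 100 second FLIPR read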
CHO parental Ca – counter-screen for OX1R antagonists: effect in parental CHO cells | inhibition, % at 5.6 µM | parental CHO-K1, ATP-induced calcium, Fluo-8 fluorescence | hit rate 0.63% among 330,000 | AID 463079;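 active = inhibition above that plate's mean sample inhibition plus 3 SD, cut at about 26% in these data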;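 also: 0% = ATP-challenged DMSO wells and 100% = DMSO wells without ATP; some compounds past the cut are filed as inactive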
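Assay system – parental CHO cells · Reagent – ATP stimulus · Detection – intracellular calcium via Fluo-8 no-wash fluorescent dye · Evaluation – percent inhibition of ATP-evoked calcium rise, normalized to controls · Controls – ATP wells versus no-ATP DMSO wells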
CHRM1 antagonist – antagonists of human M1 muscarinic receptor; AID 588852; inhibition, % at 3 µM; P11229; hit rate 1.3% among 360,000; CHO-K1 hM1, Fluo-8 calcium fluorescence, ACh EC80 antagonist;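 active = percent inhibition above its own plate's cutoff, namely the mean of that plate's compound wells plus 3 SD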;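 also: peak over basal fluorescence ratio during 140 s after agonist addition; 0% = ACh EC80 plus DMSO and 100% = DMSO alone without agonist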
Target sequence (P11229 whole entry, looked up): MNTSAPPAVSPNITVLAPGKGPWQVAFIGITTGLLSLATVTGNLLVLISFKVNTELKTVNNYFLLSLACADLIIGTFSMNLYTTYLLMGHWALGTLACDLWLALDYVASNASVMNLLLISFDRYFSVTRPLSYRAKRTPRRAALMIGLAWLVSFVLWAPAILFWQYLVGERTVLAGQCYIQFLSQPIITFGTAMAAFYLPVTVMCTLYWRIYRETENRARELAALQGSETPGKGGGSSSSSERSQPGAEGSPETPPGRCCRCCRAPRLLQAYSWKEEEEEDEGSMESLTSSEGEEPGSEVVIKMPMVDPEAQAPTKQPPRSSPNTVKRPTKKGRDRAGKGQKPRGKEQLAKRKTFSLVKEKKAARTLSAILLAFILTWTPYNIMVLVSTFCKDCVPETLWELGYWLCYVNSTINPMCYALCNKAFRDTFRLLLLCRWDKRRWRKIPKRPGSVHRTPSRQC
OXTR potentiate – human OXTR potentiation | CHO-OTR cells, Fluo-8 calcium fluorescence, potentiator mode; 0% = oxytocin EC15, 100% = EC100 | P30559 | activation, % at 3 µM | AID 2445 | hit rate 0.061% among 320,000;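 active = activation above that plate's cutoff, the mean activation of tested compounds plus 3 SD, cut at about 6.6% in these data, passing the limit was not always enough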;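 also: 100% uses oxytocin at 75 nM as the full agonist control; some results filed as inactive read as strong as hits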
Target sequence (P30559 whole entry, looked up): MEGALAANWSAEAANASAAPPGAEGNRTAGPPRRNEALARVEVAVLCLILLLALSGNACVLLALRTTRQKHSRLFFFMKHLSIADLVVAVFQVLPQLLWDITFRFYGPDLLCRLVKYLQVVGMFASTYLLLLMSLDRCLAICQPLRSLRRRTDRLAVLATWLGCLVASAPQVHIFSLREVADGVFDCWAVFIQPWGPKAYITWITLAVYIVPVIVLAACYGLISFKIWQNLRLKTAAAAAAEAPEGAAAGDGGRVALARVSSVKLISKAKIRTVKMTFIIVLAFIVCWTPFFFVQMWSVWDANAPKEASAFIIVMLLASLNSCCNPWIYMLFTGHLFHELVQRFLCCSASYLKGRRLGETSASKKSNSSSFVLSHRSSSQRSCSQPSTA
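test system = CHO-OTR cells, human receptor | compound = single-point 3.0 µM | schedule = 6 min compound pre-incubation at room temperature, 100 s kinetic read | signal = Fluo-8 no-wash calcium dye fluorescence, excitation 470-495 nm, emission 515-575 nm | repeats = single well per compound, singlicate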
OXTR ag – agonists of human oxytocin receptor. CHO-OTR cells, Fluo-8 calcium fluorescence; normalized: DMSO 0%, oxytocin 100%. activation, % at 3 µM. P30559. hit rate 0.32% among 320,000. AID 2435;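 active = activation above the mean of all tested compounds plus 3 SD, cutoff set per screening run, cut at about 20% in these data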;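 also: peak over basal fluorescence ratio from a 100 s FLIPR kinetic read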
M1 ag – agonists of human M1 muscarinic receptor. activation, % at 3 µM. P11229. hit rate 0.33% among 360,000. CHO-K1 hM1, Fluo-8 calcium fluorescence, agonist mode; 0% DMSO, 100% acetylcholine EC100;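 active = activation above the run's mean compound activation plus 3 SD, cut at about 16% in these data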;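 also: peak over basal fluorescence ratio within a 140 s kinetic read after compound addition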
CHRM1 PAM – positive allosteric modulators of human M1 muscarinic receptor | AID 588819 | hit rate 0.088% among 360,000 | activation, % at 3 µM | CHO-K1 hM1, Fluo-8 calcium fluorescence, ACh EC20; 0% = ACh EC20, 100% = maximal ACh | P11229; in the data active = activation above about 19%, passing the limit was not always enough
TAAR1 ag – human TAAR1 agonism | Q96RJ0 | CHO RD-HGA16 TAAR1, Fluo-8 calcium fluorescence; vehicle wells 0%, saturating PEA agonist 100% | activation, % at 3 µM | hit rate 0.99% among 360,000 | AID 624467;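 active = activation above the mean activation of all test compounds in the run plus 3 SD, cut at about 38% in these data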
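System: CHO-derived RD-HGA16 cells with stable Gα16 and human TAAR1 / Times: 17-24 h plating, Fluo-8 75 min 37 °C, 30 min RT / Technique: calcium-sensitive Fluo-8 signal, excitation 470-495, emission 515-575 nm / Measure: % activation relative to PEA EC100 response / Benchmarks: DMSO and PEA EC100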
TAAR1 antag – antagonists of human TAAR1 | Q96RJ0 | CHO RD-HGA16 TAAR1, Fluo-8 calcium fluorescence, antagonist | inhibition, % at 3 µM | hit rate 1.5% among 360,000 | AID 624466;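 active = inhibition above a per-plate cutoff, the mean inhibition of test compounds on that plate plus 3 SD, cut at about 49% in these data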;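 also: 0% = DMSO plus EC80 beta-PEA response and 100% = DMSO alone without agonist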
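Test system – hTAAR1-expressing CHO RD-HGA16 cells, Gα16-coupled · Also added – β-PEA at EC80 concentration, post-compound challenge · Compound – 3 µM, single point · Incubation – dye loading 75 min at 37 °C, then 30 min room temperature · Measured by – Fluo-8 intracellular calcium dye fluorescence, real-time kinetic reads · Benchmarks – vehicle and agonist controls · Replicates – singlicate, one well per test compound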
* marks the source's active call; other numbers are inactive results; nt = no result given.

Second line of a record: V1aR counter | CHO parental Ca | CHRM1 antagonist | OXTR potentiate | OXTR ag | M1 ag | CHRM1 PAM | TAAR1 ag | TAAR1 antag
[1] Cc1n[nH]c(C)c1S(=O)(=O)N(CC(=O)N1CCc2ccccc21)c1ccc(C(C)C)cc1
 : 0.6 | -6.3 | -23.8 | 3.2 | -1.1 | -7.9 | 11.0 | -2.7 | -20.8
[2] COc1ccc(Cl)cc1C(=O)NCCCSc1ccccc1
 : 2.0 | -14.7 | -15.2 | -6.8 | -0.1 | -8.4 | 5.3 | 5.8 | 24.5
[3] CCn1ccc(C(=O)Nc2ccc(Cl)cn2)n1
 : 0.0 | -3.1 | 32.6* | -3.7 | -0.6 | -0.3 | -19.4 | 2.0 | -4.0
[4] Cc1cc(=O)oc2cc(OCC(=O)N3CCN(c4ccccc4)CC3)ccc12
 : 0.3 | -12.8 | 27.4 | 1.6 | 1.3 | -3.0 | -10.3 | 0.2 | 8.8
[5] CCOc1ccc(N2C(=O)CC(Sc3nc(C)cc(C)c3C#N)C2=O)cc1 (stereo not given)
 : 1.7 | -7.1 | -1.2 | -11.3 | 2.0 | 1.0 | 7.0 | 10.5 | 2.7
[6] COc1ccc(-c2csc(C(C)(O)c3ccc(F)c(F)c3)n2)cn1 (stereo not given)
 : nt | nt | -2.6 | nt | nt | -6.0 | -8.2 | -2.0 | 5.8
[7] CCOc1ccccc1CNC(=O)CCCn1ncn2c(cc3occc32)c1=O
 : -1.4 | -20.2 | -9.2 | -2.4 | -2.5 | -1.7 | 9.3 | 1.5 | -25.0
[8] Cc1cccc(C)c1OCc1cc(C(=O)N2CCC(c3ccncc3)CC2)no1
 : 4.8 | 27.3 | 29.2* | -12.0 | 4.5 | -0.8 | -13.7 | -3.8 | -21.1
[9] COc1ccc(-c2nc3cc(NC(=O)Cc4ccc(OC)c(OC)c4)ccc3o2)cc1
 : 4.4 | 1.6 | 1.1 | -7.7 | 7.7 | 1.5 | 5.3 | 12.4 | 35.1
[10] CCCCOP(=O)(c1ccc(N(C)C)cc1)C(O)c1ccc(OC)cc1 (stereo not given)
 : 1.0 | -12.8 | 1.7 | -15.6 | 0.6 | -4.3 | 1.6 | 2.4 | -4.2

Single values from the results shown:
In OXTR ag, CCOc1ccccc1CNC(=O)CCCn1ncn2c(cc3occc32)c1=O is listed with -2.5
In TAAR1 antag, CCOc1ccc(N2C(=O)CC(Sc3nc(C)cc(C)c3C#N)C2=O)cc1 (stereo not given) is listed with 2.7
In TAAR1 antag, COc1ccc(-c2nc3cc(NC(=O)Cc4ccc(OC)c(OC)c4)ccc3o2)cc1 is listed with 35.1
In CHRM1 antagonist, COc1ccc(Cl)cc1C(=O)NCCCSc1ccccc1 is listed with -15.2
In V1aR counter, Cc1cccc(C)c1OCc1cc(C(=O)N2CCC(c3ccncc3)CC2)no1 is listed with 4.8

Arranged by value in CHRM1 antagonist (rising): three of the compounds above
entry | compound | CHRM1 antagonist | OXTR potentiate | M1 ag | CHRM1 PAM | TAAR1 ag | TAAR1 antag
2 | COc1ccc(Cl)cc1C(=O)NCCCSc1ccccc1 | -15.2 | -6.8 | -8.4 | 5.3 | 5.8 | 24.5
6 | COc1ccc(-c2csc(C(C)(O)c3ccc(F)c(F)c3)n2)cn1 (stereo not given) | -2.6 | nt | -6.0 | -8.2 | -2.0 | 5.8
8 | Cc1cccc(C)c1OCc1cc(C(=O)N2CCC(c3ccncc3)CC2)no1 | 29.2* | -12.0 | -0.8 | -13.7 | -3.8 | -21.1

Only TAAR1 antag, CHRM1 PAM and TAAR1 ag (two entries from above):
| entry | canonical_smiles | TAAR1 antag | CHRM1 PAM | TAAR1 ag |
| --- | --- | --- | --- | --- |
| 2 | COc1ccc(Cl)cc1C(=O)NCCCSc1ccccc1 | 24.5 | 5.3 | 5.8 |
| 3 | CCn1ccc(C(=O)Nc2ccc(Cl)cn2)n1 | -4.0 | -19.4 | 2.0 |

New compounds follow
Second line of a record: V1aR counter | CHO parental Ca | CHRM1 antagonist | OXTR potentiate | OXTR ag | M1 ag | CHRM1 PAM | TAAR1 ag | TAAR1 antag
[11] CCN(CC(=O)Nc1ccccc1Br)C1CCCCC1
 : -0.4 | -14.4 | -3.0 | 8.2 | -2.2 | -4.5 | 11.1 | 9.7 | 17.3
[12] O=C(NCC(c1cccnc1)N1CCN(c2ccc(F)cc2)CC1)c1ccccc1 (stereo not given)
 : 0.3 | -21.3 | -12.1 | -13.3 | 0.6 | -2.8 | 8.9 | -4.1 | 2.3
[13] NC(N)=NS(=O)(=O)c1ccc(NC(=S)NC(=O)c2ccncc2)cc1
 : -0.2 | -3.3 | -0.6 | -2.7 | 0.3 | -2.7 | 1.5 | 1.0 | 8.2
[14] COCCNC(=O)/C(C#N)=c1\s/c(=C\c2ccccc2OC(F)F)c(=O)n1Cc1ccccc1
 : 0.5 | -3.9 | nt | -6.0 | 0.1 | nt | nt | nt | nt
[15] Fc1ccccc1CSc1nnc(-c2cccs2)o1
 : -1.1 | -8.6 | -5.6 | 2.3 | -1.6 | -7.9 | 5.3 | 13.3 | 7.8
[16] Cc1nnc(C)n1/N=C/c1cc2ccccc2nc1Cl
 : 0.0 | -3.4 | -3.5 | -7.2 | -0.1 | -1.0 | 7.9 | -0.8 | -10.9
[17] Cc1ccc(C(=O)Nc2cccc(-c3nc4ncccc4o3)c2)cc1
 : 0.3 | -32.1 | -7.6 | -7.3 | -2.6 | -4.8 | 2.4 | 11.7 | 33.8
[18] CSc1ncc(Sc2ccccc2)c(C(=O)O)n1
 : -0.8 | 0.2 | -9.5 | -3.8 | 0.6 | -1.7 | 9.3 | 0.2 | 7.0
[19] Fc1ccc(CNCC2CCCO2)cc1 (stereo not given)
 : nt | nt | -13.3 | nt | nt | -4.8 | 6.0 | 4.0 | 0.2
[20] O=C(N1CCOCC1)N1CCN(c2ccccn2)CC1
 : -0.1 | 8.3 | -11.4 | -1.4 | 0.8 | -3.6 | 14.9 | 9.7 | 12.8

The listing continues.
Second line of a record: V1aR counter | CHO parental Ca | CHRM1 antagonist | OXTR potentiate | OXTR ag | M1 ag | CHRM1 PAM | TAAR1 ag | TAAR1 antag
[21] CCC/C(=C1/C(=O)CC(C)(C)C(C(=O)OC)C1=O)N1CCCC1 (stereo not given)
 : 1.3 | -9.2 | -25.6 | -10.6 | 0.1 | -1.0 | 5.3 | 0.9 | -2.9
[22] COc1ccc(NS(=O)(=O)c2ccc(-c3coc(C)n3)cc2)cc1
 : 6.5 | 10.5 | -7.4 | -24.5 | 6.6 | 8.8 | 15.0 | 6.7 | 6.6
[23] O=C(CC(O)(c1ccccc1)c1ccccc1)Nc1ccccn1
 : nt | nt | -7.1 | nt | nt | -3.4 | -1.1 | 1.8 | 21.6
[24] COc1ccc(/C(N)=N/OC(=O)CCc2ccccc2)cc1
 : 1.1 | -7.5 | -5.8 | -2.8 | -0.9 | -2.3 | 8.6 | 0.3 | -3.7
[25] O=C(Nc1nc(-c2ccc(Cl)cc2Cl)cs1)C1CCCO1 (stereo not given)
 : 0.3 | -21.3 | -6.0 | -8.4 | -2.0 | -7.4 | 3.2 | -0.5 | -6.2
[26] Cn1c(NC(=O)c2ccccc2)c(-c2cccs2)c(=O)c2ccccc21
 : 0.7 | -3.8 | 18.2 | 3.0 | 0.8 | -1.7 | -10.6 | 17.6 | 5.9
[27] CSCCC(NS(=O)(=O)c1cccs1)C(=O)NCc1cccs1 (stereo not given)
 : -0.9 | -8.5 | -12.4 | 0.6 | 0.9 | -3.6 | 6.7 | 9.2 | 0.7

Random draw from the library; any-hit rate near 3.7%.
